NRP1-CendR mod – NRP-1/CendR interaction modulation | O14786 | FAM-RPARPAR peptide binding to NRP-1, fluorescence polarization | inhibition, % at 25 µM | 360,000 tested, 0.85% active | AID 602438;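 active = inhibition or corrected inhibition above about 18%, plus a signal ratio from 0.5 to 1.5, limit read from the data, passing the limit was not always enough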; note: strong numbers were not always called active
SKN-1 block – inhibitors of C. elegans SKN-1; AID 624304; inhibition, % at 21.8 µM; C. elegans VP596 Pgst-4::GFP/RFP ratio, acrylamide-induced, 24 h; 360,000 tested, 0.49% active;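 active = interference check ratio from 0.5 to 1.5 plus GFP to RFP signal ratio inhibition reaching or exceeding a fixed threshold, cut at about 30% in these data, passing the limit was not always enough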; note: some compounds called inactive have numbers as strong as hits
Neddyl block – blocks human cullin neddylation. 360,000 tested, 0.58% active. TR-FRET cullin neddylation, biochemical. AID 651699. calls only at 25 µM; in the data active = inhibition above about 36%
Rin1 Abl inh – human Rin1-Abl interaction inhibition; TR-FRET Rin1/Abl binding, biochemical; inhibition, % at 7.35 µM; 360,000 tested, 0.4% active; in the data active = inhibition above about 5%, passing the limit was not always enough
MsrA act – activates bovine MsrA enzyme; purified bovine MsrA, absorbance read-out; activation, % at 10.6 µM; 360,000 tested, 0.3% active; AID 602163; in the data active = activation above about 7.5%;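 note: 0% = vehicle and 100% = reference activator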
eLon inh – E. coli protease La inhibition | purified E. coli Lon protease, fluorescence polarization | inhibition, % at 7.94 µM | 360,000 tested, 0.42% active | AID 602123; in the data active = inhibition above about 13%, passing the limit was not always enough;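 note: 0% = enzyme with probe and DMSO and 100% = no enzyme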
Target sequence (P0A9M0 whole entry, looked up): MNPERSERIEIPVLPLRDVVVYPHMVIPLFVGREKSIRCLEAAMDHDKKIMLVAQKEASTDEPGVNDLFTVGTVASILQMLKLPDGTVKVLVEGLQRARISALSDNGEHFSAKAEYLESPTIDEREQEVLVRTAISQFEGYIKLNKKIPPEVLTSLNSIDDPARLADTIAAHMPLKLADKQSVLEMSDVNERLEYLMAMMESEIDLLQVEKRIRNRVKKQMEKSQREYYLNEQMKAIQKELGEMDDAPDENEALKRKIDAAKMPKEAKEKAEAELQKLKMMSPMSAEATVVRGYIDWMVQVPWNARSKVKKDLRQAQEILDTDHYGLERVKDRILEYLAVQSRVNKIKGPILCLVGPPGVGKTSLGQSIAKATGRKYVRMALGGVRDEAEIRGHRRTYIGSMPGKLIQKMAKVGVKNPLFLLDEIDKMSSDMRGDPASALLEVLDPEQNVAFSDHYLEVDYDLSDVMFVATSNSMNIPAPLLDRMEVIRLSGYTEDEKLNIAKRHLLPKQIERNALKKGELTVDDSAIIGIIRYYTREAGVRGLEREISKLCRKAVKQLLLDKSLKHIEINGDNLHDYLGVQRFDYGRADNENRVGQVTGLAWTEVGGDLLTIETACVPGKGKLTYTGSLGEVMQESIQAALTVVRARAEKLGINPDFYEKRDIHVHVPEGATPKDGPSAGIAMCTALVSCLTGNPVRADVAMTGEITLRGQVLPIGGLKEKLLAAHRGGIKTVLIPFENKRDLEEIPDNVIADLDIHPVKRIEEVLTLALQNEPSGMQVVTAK
MT1-MMP act inh – inhibitors of human MT1-MMP activation | AID 651647 | P50281 | HT1080 RFP-PRO-GFP cells, GFP/RFP ratio fluorescence, overnight; percent of plate control window, DMSO zero | GFP/RFP ratio change, % at 20 µM | 360,000 tested, 0.061% active;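 active = GFP/RFP ratio change of at least 30% with cell ATP level not reduced by more than half and red fluorescence within 50% of control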; note: strong numbers were not always called active
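system = RFP-PRO-GFP reporter HT1080 cells | dosing = 20 µM single dose, 1% DMSO | timing = overnight cell settling, then overnight compound exposure, 37 °C, 5% CO2 | read-out basis = GFP/RFP fluorescence ratio | controls = DMSO and RFP-L50D-GFP cell wells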
MLLE-PAM2 inh – blocks PAM2 peptide binding to the PABP1 MLLE domain. inhibition, % at 20 µM. 360,000 tested, 0.36% active. AID 588489. GST-MLLE / FITC-PAM2 fluorescence polarization. P11940; in the data active = inhibition above about 35%, passing the limit was not always enough;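 note: plate controls were DMSO wells with GST-MLLE for no effect and wells lacking GST-MLLE protein for full effect; some results filed as inactive read as strong as hits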
FAS TE block – blocks the thioesterase domain of human fatty acid synthase | P49327 | recombinant FAS-TE, OMFH fluorogenic substrate, fluorescence endpoint | inhibition, % at 15 µM | 360,000 tested, 0.67% active | AID 602261;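 active = compounds whose normalised, plate-corrected inhibition of enzyme fluorescence in the single-dose primary screen is 50% or more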;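 note: 0% = DMSO with enzyme and 100% = substrate without enzyme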
* hit, by the source's call; i = inactive; · = not tested or not shown; + = active, no number; & = joins results of further samples. Not a hit list; any-hit rate near 4%.

Values run as follows: NRP1-CendR mod	SKN-1 block	Neddyl block	Rin1 Abl inh	MsrA act	eLon inh	MT1-MMP act inh	MLLE-PAM2 inh	FAS TE block
- CN1CCCN(c2ccc([N+](=O)[O-])cc2)CC1
  13	4	i	-2	-3	5	-1	5	-4
- CN(C(=O)COC(=O)c1cc2ccccc2cc1O)c1c(N)n(Cc2ccccc2)c(=O)[nH]c1=O
  -14	16	i	-2	-3	-3	-3	7	-2
- O=C(c1ccco1)N1N=C(c2cccs2)CC1c1ccc(F)cc1 (configuration not stated)
  -13	-7	+	2	-2	-7	-2	-9	10
- COc1ccc(NC(C)C(=O)Nc2cccc(S(=O)(=O)N3CCOCC3)c2)cc1OC (configuration not stated)
  -4	1	i	0	-12	3	5	-8	-8
- COc1ccc(Cl)cc1NC(=O)COC(=O)c1ccc(Cl)nc1
  -12	6	i	-10	-2	-4	0	-9	-1
- Cc1ccc(NC(=O)NCCCCc2ccccc2)cc1
  14	4	i	-2	-4	-8	-1	1	0
- CCc1cc(C(c2ccccc2OC)N2CCOCC2)c(NC(=O)c2ccccc2)s1 (configuration not stated)
  11	15	i	1	-4	4	-9	7	25
- COc1cccc(NC(=O)CN2C(=O)NC(C)(c3ccc(C)cc3)C2=O)c1 (configuration not stated)
  0	-1	i	0	-3	1	2	-12	-2
- CCOCCCNC(=O)c1cn(CC)c2ccc(S(=O)(=O)N(C)C3CCCCC3)cc2c1=O
  0	22	i	0	-2	-1	-4	14	16
- O=C(COc1ccc(-c2ccccc2)cc1)N1CCN(C(=O)c2cccs2)CC1
  8	1	i	1	-3	-2	-8	-5	7
- CC(C)[C@H](N)C(=O)OCCOCn1cnc2c(=O)[nH]c(N)nc21
  4&-3	6&6	i	0&0	-4&0	-6&-6	3&3	5&15	·
- CCCNC(=S)N1CCC(NC(=O)C23CC4CC(CC(C4)C2)C3)CC1
  -1	12	i	-3	-2	-1	12	-113	-2
- CC(=O)Nc1ccc(NC(=O)c2ccc(COc3ccccc3)cc2)cc1
  0	-4	i	3	-3	2	2	-4	-6
- O=C(Nc1ccccc1F)c1ccco1
  -12	11	i	2	-4	-14	-1	-5	-10
- Oc1ccc(Cl)cc1CNc1ccc(Br)cn1
  4	-4	i	-4	-2	0	5	1	21
- CCN1CCN(C(=S)Nc2ccccc2Cl)CC1
  0	25	i	-3	-1	-14	-1	2	-4
- CCCCn1c(CN2CCN(C(=O)OCC)CC2)nc2c1c(=O)n(C)c(=O)n2C
  -13	-8	i	-4	-2	2	7	0	10
- Cc1cc(C)n(CCNC(=O)CC2C(=O)NCCN2Cc2ccccc2C(F)(F)F)n1 (configuration not stated)
  12	15	i	1	4	-3	-4	21	-6
- CC(C)(C)OC(=O)N1CCC[C@H]1C(=O)Nc1ccc(Br)cc1
  -2	18	i	1	1	-2	-4	11	-4
- O=C(Nc1ccc(Cc2ccncc2)cc1)C1CCC(N2C(=O)C3C4C=CC(C5CC45)C3C2=O)CC1 (configuration not stated)
  -7	-2	i	5	-7	-2	4	1	4
- O=C(Cn1ccc2ccccc2c1=O)NCCC(=O)N1CCN(c2ccccc2)CC1
  5	-5	i	-2	-4	-4	1	-14	-6
- CCC(CC)c1nnc(NC(=O)/C=C/c2ccco2)s1
  -4	4	i	-3	-5	-10	-3	-8	-12
- COc1ccc(NC(=O)Cc2c(C(=O)O)n(C)c3ccccc23)cc1OC
  9	0	i	4	-5	3	-1	-2	-5
- CNC(=O)c1ccccc1NC(=O)C1CC(=O)N(c2ccc(OC)cc2)C1 (configuration not stated)
  2	5	i	-2	-2	4	4	5	-5
- CCOC(=O)C1(Cc2cccc(F)c2)CCN(C(=O)Cc2cccnc2)CC1
  17	0	i	0	-11	1	1	5	-12
- CCc1cccc(NC(=O)CCC(=O)N2CCSc3ccccc32)c1
  -1	2	i	-2	0	-2	2	14	12
- CCOc1ccc(/C=C(\C#N)C(=O)NCC2CCCO2)cc1OCC (configuration not stated)
  -11	7	i	-2	-4	15	-3	-90	-6
- CN(C)S(=O)(=O)n1cc(/C=C(\NC(=O)c2ccccc2F)C(=O)NCCN2CCOCC2)c2ccccc21
  0	12	i	-2	-6	-12	1	7	-2
- Cc1cccc([N+](=O)[O-])c1NC(=O)CSc1nnc2ccccn12
  9	-15	i	4	-5	-1	3	-5	-2
- Cc1ccc(CN2CCC(n3nccc3NC(=O)C3CCOC3)CC2)cc1C (configuration not stated)
  13	16	i	0	-3	9	-2	8	-2
- Cc1ccccc1NC(=S)NC1CCCC1
  -12	-10	i	-1	-4	-2	0	25	-10
- CCN(C[C@H]1N[C@@](CC)(C(=O)OC)[C@H]2C(=O)N(Cc3ccccc3)C(=O)[C@@H]12)S(=O)(=O)c1ccc(F)cc1
  -2	-13	i	-4	-1	5	-1	-2	10
- O=C(CSc1ncccn1)Nc1ccc(N2CCOCC2)cc1
  16	-20	i	1	-3	-8	4	-29	-6
- Cc1ccc2c(c1)C1CC(C)(O2)N(c2cccc(C(=O)NC3CCN(Cc4ccccc4)CC3)c2)C(=O)N1 (configuration not stated)
  -32	-16	i	-2	-4	-1	-7	9	6
- Cc1ccccc1C(=O)Oc1cccc(Nc2ncnc3ccccc23)c1
  9	-9	·	-1	-2	-1	0	-15	13
- O=C(NC(=O)N1CCCCCC1)c1ccccc1
  8	-7	i	2	-12	-7	1	-1	-4
- O=C(OCc1cccc(F)c1)c1ccc2c(=O)n3c(nc2c1)CCC3
  -6	1	i	-1	-3	-15	-4	-11	18
- C[C@@H]1NC(=O)N[C@@H]1CCCCCC(=O)O
  -2	-6	i	92*	-2	-2	2	4	-4
- Cc1cc(C)n(-c2nnc(N3CCN(c4ccc(F)cc4)CC3)nn2)n1
  2	5	i	4	-8	-11	10	-10	1
- COc1ccc(CCC(=O)NCc2ccccc2Cl)cc1OC
  0	16	i	1	-3	-2	-1	10	-2
- COc1ccc(NC(=O)CSc2nc(C)cs2)c([N+](=O)[O-])c1
  8	8	i	-3	-3	5	1	6	-7
- O=C1CCSc2ccc(Cl)cc2N1Cc1ccccc1
  9	5	i	-1	-2	3	-3	-5	9
- Cc1nc2ccccc2c2oc(C(=O)N3CCC(N4CCCCC4)CC3)cc12
  8	-2	i	-1	-5	9	-4	-18	-4
- CC1(C(=O)Nc2ccc3c(c2)OCCO3)CN(S(C)(=O)=O)CC(=O)N1CCCn1ccnc1 (configuration not stated)
  6	14	i	·	·	·	-1	·	·
- CCn1cc(CNc2nc3nonc3nc2N2CCCCC2)cn1
  1	6	i	0	-3	4	-2	-1	-2

The last two records of the part before open the next one.
Values run as follows: NRP1-CendR mod	SKN-1 block	Neddyl block	Rin1 Abl inh	MsrA act	eLon inh	MT1-MMP act inh	MLLE-PAM2 inh	FAS TE block
- CC1(C(=O)Nc2ccc3c(c2)OCCO3)CN(S(C)(=O)=O)CC(=O)N1CCCn1ccnc1 (configuration not stated)
  6	14	i	·	·	·	-1	·	·
- CCn1cc(CNc2nc3nonc3nc2N2CCCCC2)cn1
  1	6	i	0	-3	4	-2	-1	-2
- Cc1ccc(NC(=O)CCCCCNS(=O)(=O)c2ccc(C)cc2)cc1
  -3	6	i	-1	-5	8	0	3	-6
- COc1ccc(/C=C/C(=O)c2ccc(Cl)s2)cc1O
  -5	21	i	0	-4	-6	6	1	-8
- CC(=Nc1cc(C(=O)c2ccccc2)ccc1N)C1=C(O)CC(C)(C)CC1=O
  1	5	i	5	-8	-1	5	-2	-2
- CCOC(=O)c1c(NC(=O)Cn2cnc([N+](=O)[O-])n2)sc(C)c1C
  4	-1	i	-2	-8	2	-4	30	1
- CC(=O)Nc1cc(-c2cccc(C(=O)NCCN(C)C)c2)cn2c(-c3cccc(C(F)(F)F)c3)cnc12
  -5	-4	i	-3	3	-6	-10	-20	-18
- O=C(NC1CC2CCCC(C1)N2C(=O)NCc1ccccc1)C1CC1 (configuration not stated)
  -1	-2	i	2	-3	3	-4	8	0
- O=[N+]([O-])c1ccc2nc(C3CCCCC3)[nH]c2c1
  -2	7	i	-2	-2	-3	0	9	3
- Cc1cc2c(c(=O)n1CCN(C)C)C(c1ccccc1Br)C(C#N)=C(N)O2 (configuration not stated)
  -10	9	i	-2	0	-4	-5	0	2
- COc1cc(/C=C/C(=O)OCC(=O)NCCc2ccccc2)cc(OC)c1OC
  -8	-16	i	0	-3	-2	-1	-25	-1
- O=C1C(=Cc2ccco2)C(=O)c2ccccc21
  10	2	i	2	-3	-10	10	28	-7
- CCC(C)NC(=O)CNS(=O)(=O)c1ccc(C)cc1 (configuration not stated)
  -6	-3	i	4	-3	-1	1	4	-7
- CC/C(=N\O)c1ccc(O)c(OC)c1
  10	5	i	2	-2	-6	0	0	-7
- C[C@@H](NC(=O)c1nc[nH]c1C(=O)N1CCN(C(=O)OC(C)(C)C)CC1)c1ccccc1
  14	-1	i	2	0	-12	5	1	-4
- O=C(CSc1ncccc1C(=O)O)NCCC1=CCCCC1
  2	3	i	3	-3	-1	7	-11	-4
- Nc1nonc1-n1nnc(C(=O)N/N=C/c2ccc(OCc3cccc(Cl)c3)cc2)c1CN1CCCCC1
  -1	13	i	0	-5	-5	0	4	19
- CCOc1ccc(C(=O)NC(=S)Nc2ncccc2C)cc1[N+](=O)[O-]
  -5	4	i	0	-5	-6	3	35	-1
- Clc1ccc(CSc2nnc(-c3ccncc3)o2)c(Cl)c1
  0	-14	i	5	-12	-4	3	4	18
- O=C(CCCNC(=O)c1ccc(Cl)cc1)NCc1ccccc1F
  6	-5	i	-1	-2	5	-1	-8	-4
- CC(=O)N1CCC(N(C(=O)Nc2ccc(C)c(C)c2)C2CCCC2)CC1
  6	12	i	-1	-5	1	3	10	-8
- COc1ccc(-c2cnc(C(O)c3ccccc3)[nH]2)cc1 (configuration not stated)
  8	1	i	-1	-1	-6	1	18	-4
- S=C(NCC1CCCO1)NC12CC3CC(CC(C3)C1)C2 (configuration not stated)
  13	3	i	-1	1	0	-3	9	-3
- CCN(CCO)C(=S)Nc1cc(C(=O)OC)ccc1C(=O)OC
  13	2	·	-7	-3	-7	-6	13	-10
- O=C(Nn1c(-c2ccccc2)nc2ccccc2c1=O)C1CCC1
  -11	-1	i	1	-1	-3	0	-14	-3
- CC(C)OCCCNC(=O)c1sc(=S)n(C)c1N
  -1	-18	i	0	-3	1	4	41*	-2
- Oc1c(N=Nc2ccccn2)ccc2ccccc12
  -14	46*	i	2	-1	0	77	-40	19
- Cc1cccc(C)c1NC(=O)C(c1ccc(C(F)(F)F)cc1)n1c(=O)c(-c2cc3ccccc3[nH]2)nc2ccccc21 (configuration not stated)
  -6	6	·	·	·	·	-15	·	·
- CC(C)N(C(C)C)S(=O)(=O)c1ccc(Cl)nc1
  4	-3	i	4	-2	-2	0	3	1
- COC(=O)[C@@]12C[C@@H](CC(=O)NCCCN3CCCC3=O)C(=O)N(Cc3ccc4c(c3)OCO4)C1=CCC(C)(C)C2
  4	4	i	·	·	·	-5	·	·
- CCn1nnnc1SCC(=O)NC1Cc2ccccc2C1
  0	-17	i	0	-3	8	0	9	-6
- COc1ccc(-c2cc(C(=O)Nc3c(C)nn(Cc4ccc(Cl)cc4)c3C)no2)cc1
  6	6	i	3	-3	-1	-1	-12	-3
- COc1ccccc1C(=O)Nc1ccc(OCC(=O)N2CCCCC2C)cc1 (configuration not stated)
  -2	-17	i	2	-4	-7	1	-6	-3
- CC1CN(C(=O)c2ccc(NS(=O)(=O)c3ccc(F)c(F)c3)cc2)CC(C)O1 (configuration not stated)
  -1	-8	i	1	-2	-4	2	5	-2
- CCC(=O)n1nc(-c2ccccc2)nc1NCc1ccccc1
  4	9	i	-2	-1	-1	2	0	22
- COc1ccc(C(C)=O)cc1COC(=O)CNC(=O)c1ccc(F)cc1
  -9	5	i	2	0	-2	0	-16	2
